IMPase Li cell: cell-permeable IMPase inhibitors with lithium potentiation | CHO-M1 cells, IP1 TR-FRET (IP-One), carbachol + lithium | Potency, µM (titrated, usually from 59.4 µM), for inactives: top-dose activity, negative = IMPase inhibition, actives largely listed as inhibitors | 210,000 compounds, 0.35% hits;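 also: IP1 builds up when IMPase is blocked and the TR-FRET signal falls; plate controls were basal vehicle for no effect and high inhibitor control for full effect; nearly all actives have a fitted effect of over 50% in size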
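Readout is a homogeneous TR-FRET IP1 immunoassay (Ex 320, Em 665 and 620), where raised cytosolic IP1 lowers signal. Cells were CHO-M1 treated 30 min at 37C with test compounds plus a little lithium; AC50 values came from Hill-equation fitting.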
Epigenetic derep: derepresses silenced GFP reporter in murine cells; Potency, µM (doses to about 53.9 µM), for the others: at the highest dose GFP activation, usual class: activators; murine LDR cells, GFP reporter derepression, 30 h; 280,000 compounds, 0.2% hits; AID 1865; also: % of control where 0% means no effect; nearly all actives have a fitted effect of over 60% in size
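Reporter derepression read as number of fluorescent GFP-positive objects, 20-120 um in size, counted by laser-scanning cytometer. Mouse LDR line with an epigenetically silenced CMV-GFP locus; compound incubation 30 h, 37 C.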
NPSR antagonist: neuropeptide S receptor (human) antagonism, cAMP | Potency, µM (titrated, usually from 38.3 µM), inactives show at the top dose activity change, negative = inhibition, usual class: inhibitors | 220,000 compounds, 1% hits | CHO-NPSR cells, cAMP TR-FRET, antagonist mode | AID 1461 | Q6W5P4; also: % is scaled to controls: 0 for no effect and ±100 for the full control effect; nearly all actives have a fitted effect of over 50% in size; many of its hits are not listed in these tables
RGS12 GoLoco inh: RGS12 GoLoco-Gai1 interaction inhibition. P63096. Gai1:RGS12 GoLoco peptide FP, rhodamine, 10 min. Potency, µM (titrated, usually from 61.6 µM), inactives show at the top dose activity, negative = inhibition, usual class: inhibitors. 230,000 compounds, 0.44% hits; active = well fitted inhibition curve with a large enough effect, not every such curve was filed as active; inactive = no such curve, though single readings can be large or run the other way; also: % is scaled to controls: 0 for no effect and ±100 for the full control effect; nearly all actives have a fitted effect of over 30% in size; many of its hits are not listed in these tables
Target sequence (P63096 whole entry, looked up): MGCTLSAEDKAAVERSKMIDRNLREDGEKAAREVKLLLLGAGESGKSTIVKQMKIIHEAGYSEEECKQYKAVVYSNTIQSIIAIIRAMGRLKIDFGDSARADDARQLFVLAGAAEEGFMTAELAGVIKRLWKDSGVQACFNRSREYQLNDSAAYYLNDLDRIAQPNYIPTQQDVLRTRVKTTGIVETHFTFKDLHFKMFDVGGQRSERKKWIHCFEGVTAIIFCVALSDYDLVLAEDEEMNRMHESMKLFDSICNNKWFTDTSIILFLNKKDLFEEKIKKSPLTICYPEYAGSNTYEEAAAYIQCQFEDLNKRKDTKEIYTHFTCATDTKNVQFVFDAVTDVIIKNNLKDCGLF
Luc counter: counter-screen: inhibitors of Kinase-Glo firefly luciferase; Kinase-Glo luciferase, ATP luminescence, 8 min; Potency, µM (series often up to 38.3 µM), without a hit: at the highest dose activity change, negative = inhibition, most hits filed as inhibitors; AID 1379; 200,000 compounds, 0.28% hits; also: % is scaled to controls: 0 for no effect and ±100 for the full control effect; nearly all actives have a fitted effect of over 60% in size
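Luminescence was the read-out, taken after 8-minute incubation at ambient temperature. Luciferase turned over luciferin with 10 uM ATP in imidazole pH 7.2 buffer containing KCl, MgCl2, Tween 20 and BSA.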
JMJD2E inh: inhibitors of human JMJD2E histone demethylase; B2RXH2; JMJD2E catalytic domain, FDH-coupled NADH fluorescence (FDH is formaldehyde dehydrogenase); Potency, µM (highest dose often 57.1 µM), without a hit: at the highest dose activity change, negative = inhibition, usual class: inhibitors; 230,000 compounds, 1.6% hits; AID 2147; active = well fitted inhibition curve with a large enough effect, not every such curve was filed as active; inconclusive = small, poorly fitted or top-dose-only effect, or another doubt; inactive = no such curve, though single readings can be large or run the other way;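 also: 0% = wells with enzyme and -100% = buffer wells without enzyme; nearly all actives have a fitted effect of over 50% in size; many of its hits are not listed in these tables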
RECQ1 inh: RECQ1 (human) helicase inhibition | RECQ1 DNA unwinding, red fluorescence kinetic read | Potency, µM (doses to about 57.3 µM), without a hit: top-dose activity, negative = inhibition, most hits filed as inhibitors | 240,000 compounds, 0.54% hits | AID 2549;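 also: plate controls were vehicle for no effect and no enzyme for full effect; nearly all actives have a fitted effect of over 30% in size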
Target sequence (P46063 whole entry, looked up): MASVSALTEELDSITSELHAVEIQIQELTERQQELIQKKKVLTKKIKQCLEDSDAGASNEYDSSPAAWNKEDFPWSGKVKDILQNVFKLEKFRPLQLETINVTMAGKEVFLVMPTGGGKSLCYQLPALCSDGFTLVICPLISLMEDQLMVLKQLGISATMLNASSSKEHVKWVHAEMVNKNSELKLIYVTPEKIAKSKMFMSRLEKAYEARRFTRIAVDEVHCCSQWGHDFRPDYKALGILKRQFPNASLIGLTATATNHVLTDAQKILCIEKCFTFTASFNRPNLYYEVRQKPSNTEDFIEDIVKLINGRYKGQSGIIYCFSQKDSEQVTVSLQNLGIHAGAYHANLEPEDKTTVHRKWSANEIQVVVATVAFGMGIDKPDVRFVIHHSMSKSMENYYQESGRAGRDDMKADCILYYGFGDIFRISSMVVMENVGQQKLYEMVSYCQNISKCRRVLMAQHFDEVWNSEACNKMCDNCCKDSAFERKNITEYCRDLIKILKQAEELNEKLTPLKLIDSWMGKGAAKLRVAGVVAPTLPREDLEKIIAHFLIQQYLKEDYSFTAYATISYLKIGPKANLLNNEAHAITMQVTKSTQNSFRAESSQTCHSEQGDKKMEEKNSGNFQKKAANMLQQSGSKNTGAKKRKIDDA
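RECQ1T1 50 nM; forked duplex (20 bp + 30-nt ss tails) 200 nM, ATP 2 mM final; pH 8.0, 2 mM MgCl2, 2.5 ug/ml poly(dI-dC); 15 min compound preincubation; discontinuous kinetic read over 2 h at RT.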
SMN2 splice enh: enhancers of SMN2 splice variant expression; HEK293 SMN2-luciferase splicing reporter, luminescence, 30-36 h; Potency, µM (top dose mostly 46.1 µM), for inactives: at the top dose activity change, positive = activation, actives largely listed as activators; 210,000 compounds, 2.8% hits; AID 1458; also: % of control where 0% means no effect; nearly all actives have a fitted effect of over 55% in size
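HEK293 cells carry an SMN2 […]–luciferase reporter in which exon 7 inclusion puts luciferase in frame. Cells were plated 10-12 h before compound addition, then incubated 30-36 h at 37C. ONE-Glo luminescence was read; sodium butyrate at 4.5 mM final served as control.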
The depositor's hits bear a star; i = inactive; ? = inconclusive; nt = no result given; [ ] = remark or other dose. Unless noted, calls follow the shape of the dose curve; as a rule, active = well fitted curve in the direction sought with a large enough effect; inconclusive = small, poorly fitted or top-dose-only effect, or another doubt; inactive = no such curve, though single readings can be large; an effect the other way counts as inactive or inconclusive. Potency is read from the fitted curve at half-maximal effect.

SMILES	IMPase Li cell	Epigenetic derep	NPSR antagonist	RGS12 GoLoco inh	Luc counter	JMJD2E inh	RECQ1 inh	SMN2 splice enh
COc1cc(C(=O)NCCCNc2ccc([N+](=O)[O-])cc2)cc(OC)c1OC	-4%	0.0%	6%	1%	2%	-7%	-10%	0%
CC(=O)c1c(C(C)=O)c(C)n(NC(=O)c2ccncc2)c1C	-5%[38.3 µM]	4.6%	-12%[46.1 µM]	-8%	2%	5%	-10%	25µM*
CN(C)CC(C)(C)CNS(=O)(=O)c1cccc2nsnc12	-4%	0.2%	16%	-1%	15%	-2%	-3%	-17%
CC(C)(O)[C@H](O)COc1c2occc2cc2ccc(=O)oc12	-4%	-1.3%	19%	7%	0%	-7%	-2%	-12%
Nc1c(-c2ccccc2)c(CN2CCOCC2)nn1-c1ccccc1	5%	0.0%	-3%[46.1 µM]	0%	0%	1%	-8%	5%
NCC(O)(c1ccc(Cl)cc1)c1ccc(Cl)cc1	5%	-0.8%[10.1 µM]	-9%	8%	-3%	-15%	i	-9%
CC(O)[C@H]1CNC(=O)C(=O)N1CC1(c2ccccc2)CC1 (stereo partly specified)	nt	-3.4%	6%	-4%	nt	-5%	7%	nt
CC(=O)OC[C@H]1O[C@@H](Sc2cccc3cccnc23)[C@H](OC(C)=O)[C@@H](OC(C)=O)[C@H]1OC(C)=O	-5%	16%	2%	13%	0%	?	-6%	-35%[inhibitor]
Cc1cc(C)c2c(=O)[nH]n(C3CCCCCC3)c2n1	1%	-1.1%	11%	4%	1%	11%	-10%	nt
COc1ccc(CCNC(=O)c2cc(-c3ccc(Cl)c(Cl)c3)oc2C)cc1	10%	0.1%	-50%	-2%	-2%	0%	-3%	-45%[inhibitor]
O=C(Cc1ccccc1)NC1CCN(S(=O)(=O)c2ccc(C(=O)O)cc2)CC1	-9%[38.3 µM]	2.0%	7%[46.1 µM]	-17%	7%	4%	6%	-8%
CC1Cc2ccccc2N1C(=O)CSc1nnc(Cc2ccccc2)n1CCc1ccccc1 (stereo unspecified)	38%[38.3 µM]	-1.7%	?	1%	1%	-4%	9%	-7%
O=C1N(c2ccccc2)C(=Nc2ccccc2)SC12CC2	nt	0.0%	2%	6%	nt	-2%	i	nt
CCc1nnc(NC(=O)CCNC(=O)c2ccccc2Cl)s1	3%	-1.2%	9%	1%	5%	22%	i	10%
CS(=O)(=O)N1CCC[C@@]2(CCN(c3ccccn3)C2)C1	15%	nt	nt	4%	0%	nt	-7%	-10%
O=C(OCCN=C1NS(=O)(=O)c2ccccc21)c1ccncc1	0%[38.3 µM]	-0.8%	-5%[46.1 µM]	-1%	-4%	14%	-8%	18%
Cc1ccccc1C1CC(=O)Oc2cc(O)ccc21 (stereo unspecified)	5%	1.4%[96.6 µM]	nt	-11%[88.7 µM]	3%[39.9 µM]	nt	i	nt
COc1cc(NC(C)CCCN)c2ncccc2c1 (stereo unspecified)	23%	-1.3%	nt	2%	-7%	?	i	6%
CCOc1cc(C)ccc1OCc1nnc(SCC(=O)c2cccc([N+](=O)[O-])c2)n1C	-15%[38.3 µM]	-2.3%	-18%[46.1 µM]	5%	-2%	6%	5%	-3%
Cc1cc(=O)[nH]c(SCC(=O)NCCOc2ccccc2)n1	4%[38.3 µM]	0.8%	-7%[46.1 µM]	5%	-3%	4%	-2%	2%
Cc1ccccc1NC(=O)Nc1nnc(Cc2ccc([N+](=O)[O-])cc2)s1	8%	3.0%	6%	-7%	0%	5%	-1%	-5%
COC(=O)Cc1cccc2c(=O)c3ccccc3oc12	nt	0.0%	14%	-1%	nt	?	2%	nt
O=C(CSc1nnc(Cn2nnc3ccccc32)o1)N(Cc1ccc(Cl)cc1)c1ccccc1	34%[38.3 µM]	1.0%	-22%[46.1 µM]	3%	0%	4%	-22%	-78%[inhibitor]
CCOC(=O)C1=C(C)n2c(s/c(=C/c3cccc([N+](=O)[O-])c3)c2=O)=NC1c1ccc(O)c(OC)c1 (stereo unspecified)	29%[38.3 µM]	-1.0%	7.9µM*	101%[activator]	20%	6%	-5%	7%
O=C(O)c1sccc1OCc1ccccc1	-7%	5.1%	10%	15%	-1%	0%	23%	-14%
COc1ccc(S(=O)(=O)N(C)CC(=O)N2CCCCC2)cc1Cl	13%[38.3 µM]	1.2%	-5%[46.1 µM]	6%	2%	7%	-6%	29%
COc1cccc(-n2nc(C#N)c(Cl)cc2=O)c1	11%	?	-41%	-4%	-2%	-5%	-4%	-106%[inhibitor]
Cc1ccc(-n2nnnc2SC(C)C(=O)Nc2ccccc2-c2ccccc2)cc1 (stereo unspecified)	24%	0.0%	-25%	3%	-1%	-4%	-21%	-6%
CNC(=O)c1ccccc1NC(=O)c1ccco1	11%	-1.0%	16%	-5%	2%	3%	3%	-7%
CCCSc1nsc(NC(=O)CC)n1	3%	1.1%	3%	10%	?	?	-8%	nt
N#CCN1CCN(CC(=O)c2ccc(Br)cc2)CC1	nt	1.0%	0%	2%	nt	-1%	-4%	nt
Cc1ccc(/C=C/C(=O)O)cc1S(=O)(=O)N1CCc2ccccc2C1	7%	-1.6%	-14%	-1%	4%	-11%	i	10%
CS(=O)(=O)c1ccc2nc(NC(=O)c3ccco3)sc2c1	4%	-1.0%	6%	3%	?	-14%	31%[activator]	7.9µM*
CCNC(=O)C/C(C)=N/NC(=O)C(=O)Nc1ccc(CC)cc1	-7%	-2.1%	12%	14%	1%	18%	-3%	14%
CCN(CC)S(=O)(=O)c1ccc2oc(C(=O)NCc3ccc(F)cc3)c(C)c2c1	34%[38.3 µM]	-1.1%	?	1%	1%	3%	-5%	-22%
O=C(NCCC1=CCCCC1)c1ccc2c(=O)n3c(nc2c1)CCCCC3	10%[38.3 µM]	2.7%	-19%[46.1 µM]	4%	-5%	8%	-8%	-16%
CCOC(=O)c1sc(NC(=O)C(CC)Sc2nccn2C)nc1C (stereo unspecified)	1%[38.3 µM]	-4.3%	-1%[46.1 µM]	4%	-1%	1%	-3%	-8%
Cn1c(C(=O)N2CCC(C(N)=O)CC2)cc2c(=O)n(C)c3ccccc3c21	-13%[38.3 µM]	-1.2%	0%[46.1 µM]	-5%	-2%	-6%	-9%	-6%
O=C(COC(=O)c1cc(=O)[nH]c2ccccc12)NC1CCCCCCC1	7%	-0.3%	4%	-3%	0%	?	-4%	6%
O=c1[nH]c(CSc2ncnc3sc(-c4ccccc4)cc23)nc2ccccc12	nt	1.1%	?	67%[activator]	nt	-29%	-6%	nt
COc1cc(/C=C2\SC(=S)N(CC(=O)NC(C)(C)C)C2=O)cc(OC)c1OC	8%	-1.1%	-36%	12%	0%	1%	-3%	-7%
COc1ccc(N2CCN(C(=O)c3ccc4c(c3)OCO4)CC2)cc1	-4%[38.3 µM]	-1.7%	-3%[46.1 µM]	-12%	-1%	5%	-9%	-14%
CC(=O)OCC1=C(C(=O)O)N2C(=O)C(NC(=O)Cn3nc(C(F)F)c(Cl)c3C)C2SC1 (stereo unspecified)	-5%	2.3%	9%	1%	-3%	-3%	-7%	-44%[inhibitor]
O=C(O)/C=C\C(=O)N1Cc2cc3ccccc3nc2C1	0%	nt	nt	9%[14.2 µM]	-4%[7.66 µM]	nt	nt	-10%[9.22 µM]
Oc1ccc(/C=N/n2c(-c3ccco3)csc2=Nc2cccnc2)c(O)c1	13%	-0.9%	-4%	11%	3%	-14%	0%	-28%

Arranged by the number under RGS12 GoLoco inh (high to low): three of the compounds above
smiles	RGS12 GoLoco inh
O=C(NCCC1=CCCCC1)c1ccc2c(=O)n3c(nc2c1)CCCCC3	4%
Cc1ccc(/C=C/C(=O)O)cc1S(=O)(=O)N1CCc2ccccc2C1	-1%
CNC(=O)c1ccccc1NC(=O)c1ccco1	-5%

Other structures:
SMILES	IMPase Li cell	Epigenetic derep	NPSR antagonist	RGS12 GoLoco inh	Luc counter	JMJD2E inh	RECQ1 inh	SMN2 splice enh
O=c1c(C=Nc2cccc(C(F)(F)F)c2)c[nH]n1-c1cccc(Cl)n1	-18%[38.3 µM]	0.0%	-10%[46.1 µM]	1%	1%	3%	-15%	4%
COC(=O)c1ccc(/C=N/NC(=O)CCSc2nc3ccccc3s2)cc1	4%	1.1%	8%	1%	-2%	-9%	-2%	-16%
COc1ccc(CSCCc2n[nH]c(=S)n2-c2ccccc2)cc1	11%	0.0%	-11%	16%	-3%	4%	17%	-55%[inhibitor]
CCOCCCNS(=O)(=O)c1ccc(NC(=O)c2ccccc2)cc1	4%[38.3 µM]	1.6%	29%[46.1 µM]	-4%	-7%	-9%	-2%	-55%[inhibitor]
CCOP(=O)(c1c(F)c(F)c(F)c(F)c1F)C(O)c1ccccc1 (stereo unspecified)	-22%[38.3 µM]	-2.9%	?	2%	7%	-6%	-5%	-7%
CCNC(=O)CCSc1nnc(-c2ccncc2)o1	-12%	1.3%	15%	-3%	1%	-3%	1%	-6%
CC(=O)Nc1ccc(S(=O)(=O)N2CCN(Cc3cccc([N+](=O)[O-])c3)CC2)cc1	10%	-1.6%	-10%	12%	3%	?	i	-24%
CCCNC(=S)Nc1ccccc1	nt	2.1%	-17%	-1%	nt	3%	i	nt
O=C(c1ccccc1)c1cc(-c2ccccn2)c(N2CCOCC2)s1	-13%[38.3 µM]	0.9%	-5%[46.1 µM]	-7%	-1%	4%	i	-15%
CN(/C(=N\S(=O)(=O)c1ccccc1)C(F)(F)F)c1ccccc1	14%[38.3 µM]	0.0%	-7%[46.1 µM]	4%	0%	-3%	i	-2%
CCOc1ccc(OCc2cccc(C(=O)N3CCCC3)c2)cc1	20%[38.3 µM]	1.0%	-19%[46.1 µM]	-2%	-4%	2%	?	2.8µM*
Cc1c(Cl)c([N+](=O)[O-])nn1CC(=O)NCc1cccnc1	15%	-1.9%	11%	-6%	4%	4%	i	-6%
O=C(Nc1nccs1)C1(c2ccc(Cl)cc2)CC1	12%	0.1%	-10%	1%	-1%	-5%	i	-3%
CSc1nsc(SC)c1CO	nt	2.2%	-28%	-7%	nt	-2%	i	nt

Assay outcomes from PubChem.

A portion of the library; rates above refer to the full screens.
